tim23-1 inh = inhibits growth of tim23-1 mutant yeast | S. cerevisiae tim23-1 growth, BacTiter-Glo luminescence, 24 h | inhibition, % at 20 µM | hit rate 1.3% among 330,000;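 active means growth inhibition of the mutant yeast at or above 50%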;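 further: temperature-sensitive mutant grown at 25 °C; plate controls were DMSO-treated mutant yeast for no effect and medium wells lacking yeast for full effect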
UPR XBP1 act = activators of adaptive arm of unfolded protein response (XBP1); CHO-XBP1 luciferase reporter, IRE1-XBP1 UPR activation, luminescence; percent of tunicamycin response, DMSO as zero; activation, % at 20 µM; hit rate 0.33% among 330,000; AID 463104;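 active means versus positive control, 20 µM dose yields 30% or more activation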;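 further: 100% = tunicamycin at 10 µg/mL and 0% = DMSO only wells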
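incubation = overnight seeding at 37 °C, 6 h compound treatment at 37 °C | assay system = CHO-XBP1 cells stably carrying IRE1-XBP1-driven luciferase reporter | input = 1000 cells per well | detection = luciferase luminescence | dosing = single point, 20 µM final compound, 1% DMSO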
Jurkat NFkB inh = inhibitors of the PMA/ionomycin-induced NF-kB reporter in Jurkat cells; PMA/ionomycin-induced NF-kB luciferase reporter, luminescence; inhibition, % at 4 µM; hit rate 0.53% among 330,000; in the data active means inhibition above about 50%
APJ antag = antagonists of human APJ apelin receptor. P35414. CHO-K1 APJ beta-arrestin complementation, luminescence. inhibition, % at 20 µM. hit rate 0.32% among 330,000. AID 2521;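 active means inhibition above about 40% at 20 µM, limit read from the data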;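 further: cells challenged with 10 nM apelin-13 agonist together with compound; plate controls were apelin-13 plus DMSO wells for no effect and DMSO wells lacking apelin-13 for full effect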
697 NFkB inh = inhibitors of the PMA/ionomycin-induced NF-kB reporter in 697 B cells; hit rate 0.33% among 330,000; inhibition, % at 4 µM; 697 B-cell NF-kB luciferase reporter, 16 h; AID 435022; in the data active means inhibition above about 35%
Mdm2 MdmX PPI = inhibitors of human Mdm2/MdmX interaction; O15151+Q00987; SaOS-2 split-luciferase Mdm2/MdmX complementation, luminescence; inhibition, % at 8 µM; hit rate 3% among 330,000; AID 485346;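 active means inhibition of at least 50% at 8 µM in the primary screen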
Target sequence (O15151 whole entry, looked up): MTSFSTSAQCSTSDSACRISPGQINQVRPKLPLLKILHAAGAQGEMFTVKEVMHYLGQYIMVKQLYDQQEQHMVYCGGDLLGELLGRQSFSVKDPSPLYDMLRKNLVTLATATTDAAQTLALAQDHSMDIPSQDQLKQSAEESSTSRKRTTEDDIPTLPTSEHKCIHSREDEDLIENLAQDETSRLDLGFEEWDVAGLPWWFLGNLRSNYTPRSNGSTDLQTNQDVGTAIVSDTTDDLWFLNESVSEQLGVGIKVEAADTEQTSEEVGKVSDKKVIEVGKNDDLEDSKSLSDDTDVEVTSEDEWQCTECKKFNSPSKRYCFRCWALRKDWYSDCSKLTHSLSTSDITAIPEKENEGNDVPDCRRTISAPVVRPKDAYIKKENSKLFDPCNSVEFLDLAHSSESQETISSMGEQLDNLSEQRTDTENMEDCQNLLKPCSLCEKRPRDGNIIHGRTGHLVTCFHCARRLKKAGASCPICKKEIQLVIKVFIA
Target sequence (Q00987 whole entry, looked up): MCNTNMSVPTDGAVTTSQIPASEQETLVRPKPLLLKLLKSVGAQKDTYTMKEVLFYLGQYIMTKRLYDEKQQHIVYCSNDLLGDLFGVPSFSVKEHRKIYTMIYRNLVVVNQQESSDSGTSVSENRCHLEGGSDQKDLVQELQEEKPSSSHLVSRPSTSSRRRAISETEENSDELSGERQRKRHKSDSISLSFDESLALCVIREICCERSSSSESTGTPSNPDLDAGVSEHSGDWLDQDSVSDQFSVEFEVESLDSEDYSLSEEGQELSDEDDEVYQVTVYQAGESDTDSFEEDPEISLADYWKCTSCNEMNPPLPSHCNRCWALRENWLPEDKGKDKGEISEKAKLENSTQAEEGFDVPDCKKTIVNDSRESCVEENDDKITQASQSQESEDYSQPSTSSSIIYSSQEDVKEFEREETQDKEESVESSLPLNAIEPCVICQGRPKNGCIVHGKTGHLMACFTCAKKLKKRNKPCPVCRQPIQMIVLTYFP
CHOP UPR activ = apoptotic UPR (CHOP) activation | CHO-CHOP luciferase reporter, luminescence; percent of tunicamycin response over DMSO baseline | activation, % at 10 µM | hit rate 0.34% among 330,000 | AID 449763;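 active means at 10 µM dose, activation of 40% or more, normalized to positive control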;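 further: 100% = tunicamycin at 10 µg/mL and 0% = DMSO alone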
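assay system = CHO CHOP reporter cells | amount = 500 CHO-CHOP cells per well | buffer or medium = F12 with 10% FBS | incubation = 16-18 h cell attachment, then 6 h compound exposure, 37 °C | detection = luminescence read with Steady-Glo | read-out = percent activation relative to tunicamycin control | controls = tunicamycin high control, DMSO low control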
APJ agonist = APJ receptor agonism; P35414; hit rate 0.11% among 330,000; CHO-K1 APJ PathHunter beta-arrestin, luminescence; 0% DMSO wells, 100% apelin; activation, % at 20 µM;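 active means activation more than six SD over the plate average, tested at 20 µM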;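 further: 0% = DMSO alone and 100% = apelin-13 at 10 nM; some results filed as inactive read as strong as hits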
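Assay system: CHO-K1 APJ beta-arrestin complementation cell line / Compound: single test compound dose, 20 µM final, 1% DMSO / Times: overnight seeding, 90 min compound at 25 °C, 1 h detection / Technique: beta-gal luminescence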
Active calls of the source: *.

Keys: A = tim23-1 inh; B = UPR XBP1 act; C = Jurkat NFkB inh; D = APJ antag; E = 697 NFkB inh; F = Mdm2 MdmX PPI; G = CHOP UPR activ; H = APJ agonist
COc1cccc(CNC(=O)C2CCN(S(=O)(=O)c3ccc4c(c3)OCCO4)CC2)c1
  A: 19.2 | B: -3.8 | C: 24.2 | D: -24.6 | E: -2.1 | F: 6.9 | G: 2.4 | H: 5.8

O=C(NNC(=O)c1cccnc1)Nc1cccc2ccccc12
  A: 3.8 | B: -2.3 | C: 16.5 | D: -3.6 | E: 2.2 | F: -5.4 | G: -1.9 | H: 0.1

CC[C@H](C)Cc1cn([C@@H](CCCN=C(NC(=O)OC(C)(C)C)NC(=O)OC(C)(C)C)C(=O)NCCCCCCCCCCC(=O)N2CCN(C(=O)OC(C)(C)C)CC2)nn1
  A: 18.8 | B: 20.8 | C: 29.6 | D: -5.0 | E: -26.5 | F: 65.6* | G: 13.1 | H: -7.7

Nc1c(Br)cc2oc(-c3ccccc3)nc2c1Br
  A: 6.6 | B: 6.5 | C: -146.0 | D: 10.8 | E: -126.1 | F: -83.5 | G: 7.8 | H: -0.6

Cn1c(Cc2ccc3c(c2)OCO3)nnc1SCC(=O)N1CCc2ccccc2C1
  A: 2.4 | B: -1.3 | C: 5.6 | D: 16.3 | E: 5.5 | F: -22.3 | G: 4.8 | H: -6.4

Cc1noc(C)c1CSCC(=O)NCCN1C(=O)S/C(=C\c2ccccc2F)C1=O
  A: 39.3 | B: 1.1 | C: -4.3 | D: 5.0 | E: 17.5 | F: 12.5 | G: 2.9 | H: 4.9

O=C(CSc1n[nH]c(-c2cc(Cl)ccc2Cl)n1)NCCN1C(=O)CSC1=O
  A: -1.4 | B: -1.2 | C: 1.8 | D: -4.3 | E: 9.7 | F: -4.0 | G: -2.1 | H: -1.9

Cc1ccc(-n2c(Cc3cccn3C)nnc2SCC(N)=O)cc1
  A: 16.0 | B: -0.4 | C: 6.3 | D: 22.7 | E: 19.9 | F: 13.4 | G: -1.6 | H: -0.8

Cc1ccc(S(=O)(=O)CC(=O)c2ccc([N+](=O)[O-])cc2)cc1
  A: 27.7 | B: -1.7 | C: -8.9 | D: -8.6 | E: 13.9 | F: 24.7 | G: 0.6 | H: -0.8

CC(=O)c1c(C)[nH]c(C(=O)CSc2nnc(N)s2)c1C
  A: 19.7 | B: -2.3 | C: -1.8 | D: -11.6 | E: -12.5 | F: -13.0 | G: -0.2 | H: -1.0

O=C(CN1N=C(c2ccccc2)CCC1=O)NCc1ccccc1
  A: -3.9 | B: -1.1 | C: 12.1 | D: 20.6 | E: 15.0 | F: 8.2 | G: 0.4 | H: -0.9

COc1ccc2[nH]c(=O)c(-c3noc(-c4ccccc4)n3)cc2c1
  A: -17.6 | B: 9.2 | C: -21.6 | D: -12.8 | E: -2.6 | F: -5.4 | G: 2.0 | H: -3.2

CCN(CC)S(=O)(=O)c1ccc(C)c(C(=O)Oc2cccc(-c3cnc4ccccc4n3)c2)c1
  A: 7.5 | B: 3.2 | C: -81.9 | D: 24.2 | E: -71.0 | F: -34.0 | G: 2.4 | H: -3.3

COc1ccccc1N1C(=O)N(CC(=O)C(C)(C)C)c2ccccc2S1(=O)=O
  A: 6.3 | B: 2.5 | C: -15.9 | D: 13.4 | E: 9.0 | F: 10.0 | G: 1.3 | H: -3.0

COc1nsnc1NS(=O)(=O)c1ccc(NC(=S)NC(=O)c2ccncc2)cc1
  A: 5.3 | B: -2.2 | C: 2.7 | D: 9.5 | E: 18.9 | F: 6.3 | G: -2.6 | H: 0.7

An excerpt of these results, with values under each structure.
Order of values: tim23-1 inh | UPR XBP1 act | Jurkat NFkB inh | APJ antag | 697 NFkB inh | Mdm2 MdmX PPI | CHOP UPR activ | APJ agonist
- COc1ccc2[nH]c(=O)c(-c3noc(-c4ccccc4)n3)cc2c1
 : -17.6 | 9.2 | -21.6 | -12.8 | -2.6 | -5.4 | 2.0 | -3.2
- CCN(CC)S(=O)(=O)c1ccc(C)c(C(=O)Oc2cccc(-c3cnc4ccccc4n3)c2)c1
 : 7.5 | 3.2 | -81.9 | 24.2 | -71.0 | -34.0 | 2.4 | -3.3
- COc1ccccc1N1C(=O)N(CC(=O)C(C)(C)C)c2ccccc2S1(=O)=O
 : 6.3 | 2.5 | -15.9 | 13.4 | 9.0 | 10.0 | 1.3 | -3.0
- COc1nsnc1NS(=O)(=O)c1ccc(NC(=S)NC(=O)c2ccncc2)cc1
 : 5.3 | -2.2 | 2.7 | 9.5 | 18.9 | 6.3 | -2.6 | 0.7

The list goes on:
Keys: A = tim23-1 inh; B = UPR XBP1 act; C = Jurkat NFkB inh; D = APJ antag; E = 697 NFkB inh; F = Mdm2 MdmX PPI; G = CHOP UPR activ; H = APJ agonist
CC1(c2ccc3c(c2)OCO3)NC(=O)N(CC(=O)Nc2ccccc2)C1=O (centres undefined)
  A: -1.8 | B: -0.1 | C: -7.4 | D: -33.5 | E: 7.2 | F: -11.8 | G: -0.7 | H: -3.6

CCOC(=O)c1c(-c2ccccc2)csc1NC(=O)c1cc(S(=O)(=O)N2CCOCC2)ccc1C
  A: 21.4 | B: -1.6 | C: -14.6 | D: 10.3 | E: -50.6 | F: -6.3 | G: 0.2 | H: -2.9

O=C1c2ccccc2C(=O)N1CC1c2ccccc2CCN1S(=O)(=O)c1ccccc1 (centres undefined)
  A: 27.4 | B: -2.5 | C: -5.6 | D: 13.5 | E: 16.0 | F: -5.4 | G: -0.3 | H: 2.3

O=C(O)CSc1nc(-c2ccccc2)c(-c2ccccc2)[nH]1
  A: 9.0 | B: -3.8 | C: 9.3 | D: 20.2 | E: 5.4 | F: 13.7 | G: -1.3 | H: -4.5

Cc1cc(NC(=O)COC(=O)C2CC2)ccc1Br
  A: 10.6 | B: 2.8 | C: 0.8 | D: -53.1 | E: 16.2 | F: -7.4 | G: 1.6 | H: -0.7

CCn1nc(C)c(NC(=O)c2cnn3c(C(F)F)cc(-c4ccccc4)nc23)c1C
  A: 19.2 | B: 3.6 | C: -9.1 | D: -11.6 | E: -10.5 | F: 20.2 | G: -0.9 | H: 1.6

Cc1ccc(C(=O)N2CCN(S(=O)(=O)c3ccccc3)CC2)cc1
  A: 18.9 | B: 0.2 | C: 3.8 | D: -32.5 | E: 11.1 | F: 12.6 | G: -2.0 | H: -4.3

O=C(COC(=O)c1ccc(F)cc1Cl)NC1CCCCCCC1
  A: 50.8* | B: -0.7 | C: -6.2 | D: 1.6 | E: 3.8 | F: 0.0 | G: 1.9 | H: -5.1

COc1ccc(NC(=O)CN(C)C(=O)C23CC4CC(CC(C4)C2)C3)cc1
  A: 40.3 | B: -4.7 | C: 8.3 | D: -10.5 | E: 9.2 | F: 28.0 | G: 1.0 | H: -3.8

O=C(NN1C(=O)/C(=C/c2cccs2)SC1=S)c1ccncc1
  A: -25.6 | B: -0.2 | C: -7.2 | D: 5.0 | E: 9.2 | F: -27.1 | G: 2.1 | H: 2.3

O=C(NNc1ccc(-c2csnn2)cc1)c1cc(Cl)cc(Cl)c1
  A: 2.0 | B: -1.6 | C: 7.1 | D: 53.8* | E: 6.2 | F: 15.3 | G: -1.0 | H: -8.3

CNCCCc1[nH]nc(N)c1C#N
  A: 1.8 | B: -1.7 | C: -10.6 | D: -4.9 | E: 13.1 | F: 0.4 | G: -0.3 | H: -1.2

Full records, quoted from the list.
`Cc1cc(NC(=O)COC(=O)C2CC2)ccc1Br` across the screens: tim23-1 inh = 10.6; UPR XBP1 act = 2.8; Jurkat NFkB inh = 0.8; APJ antag = -53.1; 697 NFkB inh = 16.2; Mdm2 MdmX PPI = -7.4; CHOP UPR activ = 1.6; APJ agonist = -0.7
`O=C(O)CSc1nc(-c2ccccc2)c(-c2ccccc2)[nH]1` across the screens: tim23-1 inh = 9.0; UPR XBP1 act = -3.8; Jurkat NFkB inh = 9.3; APJ antag = 20.2; 697 NFkB inh = 5.4; Mdm2 MdmX PPI = 13.7; CHOP UPR activ = -1.3; APJ agonist = -4.5
